# S3 lipid droplet: qHTS Assay for Lipid Storage Modulators in Drosophila S3 Cells | Potency in µM for hits, for the others lipid storage change, negative = inhibition, % at the top dose, mostly 46.1 µM | AID 2685, 2010 | 0.64% of 320,000 active | Drosophila S3 cells, BODIPY lipid droplet fluorescence, 18-24 h; cells fed with added oleic acid; active = well fitted inhibition curve with a large enough effect in the signal ratio, with a control signal flat, not every such curve was filed as active; inconclusive = small, poorly fitted or top-dose-only effect, or effect the other way, or a change in a side signal; the % refers to the signal ratio
#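 Laser-scanning cytometry quantifies lipid droplet accumulation (500–530 nm total intensity; droplet/cell object ratio) in oleic acid-fed (400 uM added) Drosophila S3 cells treated with a concentration series. 20 uM Triacsin C defined 100% inhibition.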
# S3 lipid droplet cell count max: second read-out of S3 lipid droplet, no call of its own (marks repeat the call); cell number change, %; measured here: cell count max response;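 cells counted by Cell Tracker Red CMTPX staining in the red channel; peak over a dose series mostly up to 46.1 µM; percent activity relative to internal control wells on each plate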
# * = called active by the depositor; i = inactive; ? = inconclusive; . = not tested or not shown; [ ] = remark or other dose. % is scaled to controls: 0 for no effect and ±100 for the full control effect; potency is read from the fitted curve at half-maximal effect.
# Second line of a record – S3 lipid droplet | S3 lipid droplet cell count max
- CC(=O)c1c(C)[nH]c(C(=O)OCC(=O)Nc2ccc(Cl)cc2[N+](=O)[O-])c1C
  ? | .
- COc1ccc2[nH]c(=O)c(CNc3ccccc3C)cc2c1
  18% | -9
- CN(C)c1ncnc2c1ncn2C1OC(CO)C(O)C1O (stereo not given)
  ? | .
- O=C(Nc1nnc(-c2ccccc2)o1)NC1CCCCC1
  13% | -26
- CCc1noc(C)c1C(=O)OCC(=O)Nc1ccccc1SC
  ? | .
- O=C(NCC(c1cccs1)N1CCOCC1)c1cn(-c2ccccc2)nc1-c1ccc(F)cc1 (stereo not given)
  ? | .
- CC1CC(=O)c2cnc(NCC3CCCO3)nc2C1 (stereo not given)
  ? | .
- CCOC(=O)C1=C(C)N=c2s/c(=C\c3cccn3C)c(=O)n2C1c1cccc(OC)c1OC (stereo not given)
  ? | .
- O=C(Nc1nnc(-c2ccc(F)cc2)o1)c1ccco1
  -1% | -9
- CCc1cc2c(SCC(=O)NC3CCS(=O)(=O)C3)ncnc2s1 (stereo not given)
  ? | .
- CC(=O)c1cc(C(=O)N2CCCC(CCC(=O)N(C)CCc3ccccn3)C2)cs1 (stereo not given)
  11% | 12
- CCn1cc(-c2cc(C(=O)O)on2)c(C)n1
  ? | .
- CCOc1ccc(N2CC(C(=O)Nc3cccc(S(=O)(=O)NC4=NCCC4)c3)CC2=O)cc1 (stereo not given)
  -12% | -9
- COc1ccc(-c2nc3cnccn3c2Nc2ccc3c(c2)OCO3)cc1
  ? | .
- COc1cc(C(=O)NCc2ccc(F)cc2)cc(Cl)c1OC
  27% | .

# A different layout for part of the listing above:
S3 lipid droplet	S3 lipid droplet cell count max	Molecule
?	.	O=C(NCC(c1cccs1)N1CCOCC1)c1cn(-c2ccccc2)nc1-c1ccc(F)cc1 (stereo not given)
?	.	CC1CC(=O)c2cnc(NCC3CCCO3)nc2C1 (stereo not given)
?	.	CCOC(=O)C1=C(C)N=c2s/c(=C\c3cccn3C)c(=O)n2C1c1cccc(OC)c1OC (stereo not given)
-1%	-9	O=C(Nc1nnc(-c2ccc(F)cc2)o1)c1ccco1

# Returning to the listing; the 6 compounds before the break are reprinted first.
# Second line of a record – S3 lipid droplet | S3 lipid droplet cell count max
- CCc1cc2c(SCC(=O)NC3CCS(=O)(=O)C3)ncnc2s1 (stereo not given)
  ? | .
- CC(=O)c1cc(C(=O)N2CCCC(CCC(=O)N(C)CCc3ccccn3)C2)cs1 (stereo not given)
  11% | 12
- CCn1cc(-c2cc(C(=O)O)on2)c(C)n1
  ? | .
- CCOc1ccc(N2CC(C(=O)Nc3cccc(S(=O)(=O)NC4=NCCC4)c3)CC2=O)cc1 (stereo not given)
  -12% | -9
- COc1ccc(-c2nc3cnccn3c2Nc2ccc3c(c2)OCO3)cc1
  ? | .
- COc1cc(C(=O)NCc2ccc(F)cc2)cc(Cl)c1OC
  27% | .
- O=C(O)C1C2C=CC3(O2)C1C(=O)N1c2ccccc2COC13 (stereo not given)
  ? | .
- COc1cc(/C=C2\C(=N)N3N=C(S(C)(=O)=O)SC3=NC2=O)ccc1OS(=O)(=O)c1ccc(C)cc1
  i | 2
- Cc1ccc(Cl)cc1NC(=O)Cn1nc(-c2cccs2)ccc1=O
  ? | .
- Cc1ccccc1C(=O)NNC(=S)NC(=O)c1cccnc1
  16% | 4
- CCOc1cc(C(F)(F)F)cnc1/C(N)=N/O
  -19% | 0
- C[C@@H]1NC(=O)c2cc([N+](=O)[O-])cc(I)c2OCC[C@@H](C(=O)NC(CC(=O)O)C(N)=O)NC(=O)[C@H](CC(N)=O)NC1=O (stereo not given in full)
  ? | .
- Cc1ccc(S(=O)(=O)N2CCN(C(=O)N3CCOCC3)CC2)cc1C
  ? | .
- Cc1cc(/C=C2\C(=O)NN(c3ccccc3)C2=O)c(C)n1-c1ccccc1O
  ? | .
- CC[C@H](C)[C@H](NC(N)=O)C(=O)Nc1ccc2c(c1)OCO2
  i | .
- Cc1c(NC(=O)c2nn(CC(C)C)c(=O)c3ccccc23)c(=O)n(-c2ccccc2)n1C
  ? | .
- O=C(N/N=C/c1c(Cl)nc2ccccn2c1=O)c1cccnc1
  ? | .
- Cc1cccc(-n2nc3c(c2NC(=O)c2ccco2)CS(=O)C3)c1C (stereo not given)
  ? | .
- CN(C)c1ccc(/C=N/NC(=O)C2COc3ccccc3O2)o1 (stereo not given)
  -2% | -4
- COc1ccc(C)cc1NC(=S)NN1CCN(C)CC1
  ? | .
- Cc1ccc(CCC(=O)Nc2ccccc2C(=O)O)o1
  ? | .

# (more compounds)
# Second line of a record – S3 lipid droplet | S3 lipid droplet cell count max
- O=C(c1cccc(S(=O)(=O)N2CCOCC2)c1)N1CCCc2ccccc21
  ? | .
- CC(C)C1N(S(=O)(=O)c2ccccc2)CCN1S(=O)(=O)c1ccccc1
  ? | .
- O=C1CCC(=O)N1c1ccccc1-c1ccccc1
  ? | .
- COc1ccc2nc(SCC(=O)Nc3ccc(S(=O)(=O)Nc4onc(C)c4C)cc3)[nH]c2c1
  -3% | 6
- O=S(=O)(NCc1ccccn1)c1ccccn1
  -4% | 11
- O=C(NCc1cccc(Br)c1)C1CC(c2ccccc2C(F)(F)F)=NO1 (stereo not given)
  ? | .
- Cc1ccccc1N1CC(C(=O)Nc2nnc(SCC(=O)Nc3nccs3)s2)CC1=O (stereo not given)
  ? | .
- CCOc1ccc(NC(=O)CN(C)Cc2ccc3c(c2)OCO3)cc1S(=O)(=O)N1CCCC1
  ? | .
- Cc1cc(=O)[nH]c(N/N=C/c2ccc(Cl)c([N+](=O)[O-])c2)n1
  9% | 16
- FC(F)(F)Sc1ccc(NC(=S)NCc2ccccc2)cc1
  ? | .
- CC(C)CN(C(=O)COC(=O)CNC(=O)c1sc2ccccc2c1Cl)C1CCS(=O)(=O)C1 (stereo not given)
  1%[0.0737 µM] | .
- CCC(C)NC(=O)CN1C(=O)NC2(CCOc3ccccc32)C1=O (stereo not given)
  ? | .
- N#Cc1ccc(OCC(=O)NCCc2ccc(S(N)(=O)=O)cc2)cc1
  -5% | -8
- CC(=O)NC(Cc1ccccc1C)C(=O)NC1CCN(C(=O)c2ccc(C)cc2)CC1 (stereo not given)
  -25% | 3
- CC1=NN(c2ccccc2)C(=O)/C1=C\c1cn(C)c2ccccc12
  ? | .

# (more compounds)
# Second line of a record – S3 lipid droplet | S3 lipid droplet cell count max
- CC(=O)Nc1c2c(nn1-c1ccc(F)cc1)CSC2
  ? | .
- COCCNC(=O)c1ccc(S(=O)(=O)N2CCCc3ccccc32)cc1
  ? | .
- COc1ccc(NC(=O)C2CCN(C(=O)c3cccs3)CC2)cc1OC
  ? | .
- Cc1nc(NS(=O)(=O)c2cccc([N+](=O)[O-])c2)sc1C(C)(C)C
  5% | -6
- CCN(CC)S(=O)(=O)c1cc(C(=O)Oc2cccc(-c3cnc4ccccc4n3)c2)ccc1Br
  i | .
- CCCOc1ccc([N+](=O)[O-])c(N)c1
  ? | .
- COCCNC(=O)Cn1nc(-c2ccc(C)cc2)c2ccccc2c1=O
  8% | -16
- CCN(CC)c1ccc([N+](=O)[O-])cc1C(=O)O
  4% | .
- COc1cc(C#N)c(NC(=O)CN2CCC(C(N)=O)CC2)cc1OC
  12% | -5
- CCOC(=O)c1ccc(NC(=O)C2CC(=O)N=C(N)S2)cc1 (stereo not given)
  ? | .
- CCCCCOc1ccc(NS(C)(=O)=O)cc1
  -8% | 3
- O=C(O)CNC(=O)/C(=C/c1ccco1)NC(=O)/C=C/c1ccccc1
  ? | .
- O=C(O)c1c(NC(=O)N2CCOCC2)sc2c1CCCC2
  9% | 18
- Cc1cc(C)c(S(=O)(=O)Nc2ncccc2C)c(C)c1
  12% | -5
- O=C(Nc1ccc2oc(-c3ccccc3)nc2c1)c1cccnc1
  -22% | 6

# Going on with the list.
# Second line of a record – S3 lipid droplet | S3 lipid droplet cell count max
- CCCC(=O)C1=C(O)C(C(=O)OC)C(C)(C)CC1=NC (stereo not given)
  4% | -4
- CC(=O)c1cccc(NC(=O)Cn2cnc(S(=O)(=O)N3CCC(C)CC3)c2)c1
  ? | .
- CCOC(=O)c1cnc2c(c(C)nn2C)c1Oc1ccc(Cl)cc1
  ? | .
- COc1ccc(-c2n[nH]c3c2CN(C(=O)c2ccccc2)CC3)cc1
  i | -9
- Cc1cc(OCC(=O)N2CCC(O)CC2)c2c(C)cc(=O)oc2c1
  i | .
- O=S(=O)(c1cc(F)ccc1F)N1CCN(C2CCCCC2)CC1
  26% | .
- O=C(CN1C(=O)NC2(CCCC2)C1=O)Nc1cccc(-c2nnc3n2CCCCC3)c1
  -4% | 1
- O=C1COc2ccc(S(=O)(=O)CCC(=O)N3CCN(c4cccc(C(F)(F)F)c4)CC3)cc2N1
  i | -18
- COC(=O)c1c(NC(=O)c2cccc([N+](=O)[O-])c2)sc(C(N)=O)c1C
  ? | .
- COc1ccccc1CN1CC(C(=O)NCCN(C)CCc2ccccc2)CCC1=O (stereo not given)
  22% | 16
- Cc1cc(Br)ccc1NC(=S)NC1CCCC1
  ? | .
- COc1ccc(CNC(=O)C(C)N2CCN(S(=O)(=O)c3ccccc3F)CC2)cc1 (stereo not given)
  ? | .
- CCCC1(C(=O)OCC)NC(c2ccc(O)cc2)C2C(=O)N(c3ccc4c(c3)OCCO4)C(=O)C21 (stereo not given)
  18µM* | .
- O=C(COC(=O)CSc1ccc([N+](=O)[O-])cc1)NCCc1ccccc1
  -6% | -9
- Cn1c(NC(=O)C2CCCC2)cc(=O)n(C)c1=O
  ? | .

# The final seven compounds of the part before are carried over, then new ones follow:
# Second line of a record – S3 lipid droplet | S3 lipid droplet cell count max
- COC(=O)c1c(NC(=O)c2cccc([N+](=O)[O-])c2)sc(C(N)=O)c1C
  ? | .
- COc1ccccc1CN1CC(C(=O)NCCN(C)CCc2ccccc2)CCC1=O (stereo not given)
  22% | 16
- Cc1cc(Br)ccc1NC(=S)NC1CCCC1
  ? | .
- COc1ccc(CNC(=O)C(C)N2CCN(S(=O)(=O)c3ccccc3F)CC2)cc1 (stereo not given)
  ? | .
- CCCC1(C(=O)OCC)NC(c2ccc(O)cc2)C2C(=O)N(c3ccc4c(c3)OCCO4)C(=O)C21 (stereo not given)
  18µM* | .
- O=C(COC(=O)CSc1ccc([N+](=O)[O-])cc1)NCCc1ccccc1
  -6% | -9
- Cn1c(NC(=O)C2CCCC2)cc(=O)n(C)c1=O
  ? | .
- Cc1cc(-c2ccc(C(C)C)c(S(=O)(=O)N3CCOc4ccccc43)c2)on1
  ? | .
- O=C(CCN1C(=O)c2ccccc2C1=O)C1=NN[C@@H]2C(=O)N(c3cccc(Cl)c3)C(=O)[C@H]12
  ? | .
- CCOC(=O)c1sc(/N=C/N(C)C)c(C(=O)OCC)c1C
  14% | 2
- O=[N+]([O-])c1cc(Br)cc(/C=N/n2cnnc2)c1O
  1% | -8
- CCOC(=O)C1CCCCN1Cc1ccc(-c2ccccc2)cc1 (stereo not given)
  ? | .
- Cc1cnc(NC(=O)c2cc3c(s2)CCCC3)s1
  ? | .
- O=C(Cc1ccc([N+](=O)[O-])cc1)NCc1ccc2c(c1)OCO2
  ? | .
- Cc1ccc(NC(=S)NCCC2=CCCCC2)cc1
  2% | 4
- Cc1cc(C)c2c(c1)cc(C)c1nnc(SCC(=O)Nc3ccccc3N3CCOCC3)n12
  10% | -19
- NC(=O)CC(NC(=O)c1cccc(Br)c1)c1ccc(NCC2CC2)c([N+](=O)[O-])c1 (stereo not given)
  i | 6
- C[C@@H](O)C1NC(=O)[C@H](CCCCN)NC(=O)c2cc([N+](=O)[O-])cc(F)c2NCCCC[C@@H](C(N)=O)NC1=O (stereo not given in full)
  ? | .
- CCC(=O)n1nc(-c2cccnc2)nc1NCc1ccc(F)cc1
  ? | .
- CNc1nc(N)c([N+](=O)[O-])c(NCc2ccccc2)n1
  ? | .
- COCC(C)N=C1SCCN1Cc1ccccc1 (stereo not given)
  ? | .
- O=C(NCCCN1CCOCC1)c1cc(-c2ccc(Br)cc2)on1
  ? | .

# Copied from the list:
# `Cc1cc(C)c2c(c1)cc(C)c1nnc(SCC(=O)Nc3ccccc3N3CCOCC3)n12` @ S3 lipid droplet cell count max: -19
# `Cc1ccc(NC(=S)NCCC2=CCCCC2)cc1` @ S3 lipid droplet: 2%

# Next section:
# Second line of a record – S3 lipid droplet | S3 lipid droplet cell count max
- CCOc1ccccc1-n1c(SCC(N)=O)nc2ccccc2c1=O
  18% | 6
- O=C1N(c2ccccc2C(F)(F)F)O[C@@]1(c1ccccc1)C1CCCC1
  ? | .
- CSc1nsc(SCc2cnc(C)nc2N)n1
  12% | -19
- Cc1ccc2c(C)c(C(=O)N(Cc3cccs3)C3CCS(=O)(=O)C3)oc2c1 (stereo not given)
  i | .
- Cc1cccc(C(=O)OCC(=O)Nc2ccc(N3CCCCC3)cc2)c1O
  0% | 1
- CCOc1cc(NC(=S)NCCCN(C)C)c(OCC)cc1NC(=O)C1CC1
  -6% | 3
- Nc1cnn(C2CCCO2)c(=O)n1 (stereo not given)
  -11% | -1
- Cn1c(SCC(=O)N2CCN(c3ccccc3)CC2)nnc1-c1c[nH]c2ccccc12
  ? | .
- COC(=O)Cc1ccc2oc(-c3cccnc3)nc2c1
  ? | .

# Not all compounds are listed, so the mix of outcomes need not match the whole.
